Cneo AK release: Cryptococcus neoformans lysis via adenylate kinase release; C. neoformans lysis, adenylate kinase release luminescence, 4 h; normalised: neutral wells 0, clomiphene wells 100; lysis activity, % at 15 µM; actives 0.2% (n = 360,000); AID 651654;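 active = mean lysis activity across replicates of at least 80%, whatever share of replicates individually reach that level; inactive = mean lysis activity below 80%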
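Material – log-phase Cryptococcus neoformans yeast cells · Input – 5 × 10^6 yeast cells/mL · Medium – fresh YPD growth medium · Doses – single compound concentration per well · Timing – static 4 h at 37 °C with compound, 1 h detection · Detection – adenylate kinase release luminescence · Read-out – signal increase indicating cell lysis · Control set – Clomiphene as positive lysis control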
INS-1E GSIS act: primary screen for activators of insulin secretion dependent on glucose, INS-1E cells, GLuc reporter luminescence; INS-1E GLuc reporter insulin secretion, 2-3 h; activation, % at 16.6 µM; actives 0.61% (n = 370,000);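 active = lowest replicate activation of at least 40%, so every replicate reaches that level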;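 note: 0% = median of neutral control wells and 100% = median of IBMX positive control wells; some compounds called inactive have numbers as strong as hits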
C2C12 statin: suppressors of simvastatin-induced myotoxicity in C2C12 myotubes. ATP luminescence, 48 h; scaled: DMSO 0, geranylgeraniol control 100. rescue of ATP level, % at 7.49 µM. actives 0.78% (n = 330,000). AID 602340;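 active = mean ATP rescue above about 67%, or every replicate alone reaching that limit, limit read from the data, passing the limit was not always enough; inconclusive = no clear call, values can overlap the other calls; inactive = mean under the limit and some replicate under it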;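 note: myotubes were challenged with 10 µM simvastatin during compound exposure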
miR-122 sensor: blocks miR-122 activity in Huh7 sensor cells; actives 0.3% (n = 340,000); activation (reporter increase), % at 12.5 µM; Huh7 miR-122 Renilla luciferase sensor, 48 h; neutral wells = 0, positive control = 100; AID 602342;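 active = mean replicate activation score at least 90 and every replicate individually at or above 90; inconclusive = only one of the two criteria met; inactive = neither criterion met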;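 note: higher luciferase means less miR-122 activity so hits act as miR-122 inhibitors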
PglD inh: blocks C. jejuni PglD acetyltransferase activity. purified PglD enzyme, DTNB colorimetric CoA detection. inhibition, % at 12.5 µM. actives 0.098% (n = 360,000). AID 602405; in the data active = inhibition above about 16%, passing the limit was not always enough; inconclusive = no clear call, values can overlap the other calls; note: strong numbers were not always called active
CFTR F508del cor: CFTR F508del correction in bronchial cells. activity (quench increase), % at 7.58 µM. actives 0.36% (n = 350,000). CFBE cells, YFP halide quenching; stimulated with forskolin plus potentiator P3; % fluorescence drop versus neutral controls;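 active = mean added fluorescence quench of at least 8% versus neutral control, with both replicates also reaching 8%; inconclusive = only one of the mean or replicate conditions met; inactive = mean below 8% and not both replicates reaching 8%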;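 note: cells transiently co-express mutant CFTR-F508del with the halide-sensitive YFP; corrector assay measuring rescue of mutant channel to the surface after 24 h compound exposure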
FN deposition inh: fibronectin deposition inhibition; inhibition, % at 12.6 µM; AID 743247; actives 0.086% (n = 350,000); AH1F fibroblasts, Alexa488-fibronectin deposition fluorescence, overnight;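 active = mean inhibition across replicates of 30% or more, regardless of how many single replicates reach that level; inconclusive = mean under 30% yet at least half of replicates reach 30%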;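 note: positive control wells lacked labelled fibronectin entirely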
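Measured by – fluorescence 485/525 nm · System – AH1F fibroblast monolayer, labelled fibronectin deposition · Amount – 10000 cells per well · Buffer or medium – serum-reduced DMEM (2% serum) · Doses – single dose, pinned · Also added – fluorescent fibronectin at 24 nM final · Schedule – 1 h cell attachment, overnight exposure to compound and label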
PGC1a acetyl inh: modulators of PGC1a acetylation. U2OS PGC1a acetylation, AlphaScreen anti-acetyl-lysine; with virally co-expressed GCN5 acetyltransferase. inhibition, % at 15.6 µM. AID 651687. actives 0.17% (n = 350,000);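 active = every replicate shows inhibition of at least 40%; inconclusive = mean inhibition at least 40% but some replicate below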;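 note: 0% = neutral control wells and 100% = positive control wells; some results beyond the cut were filed as inactive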
The depositor's hits bear a star; ? = inconclusive; nt = no result given; [ ] = another dose, or the depositor's remark. Outcome played no part in choosing rows; 2.1% or so of the library scored in one or more.

mol	Cneo AK release	INS-1E GSIS act	C2C12 statin	miR-122 sensor	PglD inh	CFTR F508del cor	FN deposition inh	PGC1a acetyl inh
CSc1ccccc1NC(=O)CN(C)C(=O)C(C)SCc1nc2sc(C)c(C)c2c(=O)[nH]1 (stereo unspecified)	0	-14	5	-12	-4	2.5	2	nt
CS(=O)(=O)N(CCc1ccccc1)CC(=O)NCc1ccccc1	-2	-2	10	0	2	-2.0	0	-6
O=C(NCC[C@@H]1CC[C@@H](NS(=O)(=O)c2ccccc2)[C@H](CO)O1)c1cc(Cl)cc(Cl)c1	-2	-2	-20	-18[16.7 µM]	2	1.7	-5	-11
CO[C@@H]1CN(C)C(=O)c2cc(NC(=O)C3CC3)ccc2OC[C@@H](C)N(C(=O)c2cccnc2)C[C@@H]1C	-1	-1	-10	nt	-2	0.6	5	9
CCOc1ccc(NC(=O)C2CCCN(S(=O)(=O)c3cnc[nH]3)C2)cc1 (stereo unspecified)	0	nt	nt	-2	1	nt	nt	-5
C[C@H](CO)N1C[C@H](C)[C@@H](CN(C)CC2CCCC2)Oc2ncc(C#CCc3ccccc3)cc2C1=O	-1	nt	-277	-25[16.7 µM]	-3	-0.3	nt	-48
COc1ccc(CCN2CC(C(=O)NCCc3ccccc3C)CCC2=O)cc1 (stereo unspecified)	-1	-4	11	nt	-4	-1.6	4	nt
CN1c2ccc(C#Cc3cccnc3)cc2[C@H]2[C@H](CCN2C(=O)C2CCCCC2)[C@@H]1CO	30	-6	-12	10[16.7 µM]	12	-1.6	4	3
CN(C(=O)COC(=O)COc1ccc2ccccc2c1)c1c(N)n(Cc2ccccc2)c(=O)[nH]c1=O	0	-1	35	2	1	-0.4	-11	10
CS(=O)(=O)c1ccc(C(=O)OCC(=O)NC23CC4CC(CC(C4)C2)C3)cc1[N+](=O)[O-]	nt	-2	8	-4	nt	nt	-9	5
C/C=C/c1ccc2c(c1)O[C@H](CN(C)CC1CCOCC1)[C@@H](C)CN([C@@H](C)CO)S2(=O)=O	48	-8	-18	71[16.7 µM]	7	-0.9	nt	5
CC(C)COc1ccc(-c2nn(-c3ccccc3)cc2C(=O)Nc2nccs2)cc1	0	nt	nt	5	-1	nt	-4	nt
CCOC(=O)CCCCCC(=O)Nc1ccc2c(c1)C(=O)N([C@H](C)CO)C[C@@H](C)[C@H](CN(C)S(=O)(=O)c1cn(C)cn1)O2	3	-10	0	0	-3	-3.9	2	nt
CCc1c(C)sc(NC(=O)Cc2ccccc2C)c1C(=O)N1CCOCC1	0	-3	20	-1	-3	2.1	2	-4
O=C(Nc1nncs1)c1cccc(S(=O)(=O)N2CCOCC2)c1	10	nt	-3	1	-8	nt	4	-4
CCCC(C)c1nnc(NC(=O)C(=O)OCC)s1 (stereo unspecified)	nt	-2	nt	nt	nt	1.1	11	12
COC(=O)C1=C(CN2CCc3ccccc32)NC(=O)NC1c1cc(C)ccc1C (stereo unspecified)	1	nt	nt	20	-4	nt	nt	13
CC(C)CC1NC(=O)c2cc3ccccc3cc2-n2c1nc1ccc(F)cc1c2=O (stereo unspecified)	-1	1	-16	-1	12	0.2	-7	nt
COc1cc(/C=C/C(=O)OCC(=O)N2CCN(S(=O)(=O)c3ccc(C)cc3C)CC2)ccc1O	0	-18	13	-5	7	nt	6	-12
CN(C)C(=O)c1ccc(-c2ccc([C@H]3[C@H](CO)N4CCCCN(CCC(F)(F)F)C[C@@H]34)cc2)cc1	96*	-4	13	86[16.7 µM]	7	2.1	nt	14
COc1ccc(-c2nnn(CC(=O)c3ccc4c(c3)OCCO4)n2)cc1OC	2	nt	-1	-8	-6	nt	2	2
COc1ccccc1N1CCN(C2CC(=O)N(c3cccc(Cl)c3)C2=O)CC1 (stereo unspecified)	3	-6	-2	?	5	0.0	-14	nt
Cc1ccc(S(=O)(=O)Nc2cccc3c2O[C@@H](CN(C)S(=O)(=O)c2ccc(F)cc2)[C@@H](C)CN([C@@H](C)CO)C3=O)cc1	-6	14	-22	5[16.7 µM]	-3	2.9	nt	1
COc1ccc(NC(=O)CN(C)CC(=O)NCc2ccc(C)cc2)cc1	-1	-9	5	-1	-3	-0.2	-3	-1
COc1ccc(OC)c(NC(=O)CNC(=O)Cn2c(C)cc3ccccc3c2=O)c1	-1	nt	nt	16	2	nt	-6	nt
O=C(CCC(=O)N1CCN(S(=O)(=O)c2ccccc2Cl)CC1)c1ccccc1	0	-12	6	-5	-1	0.7	5	8
C[C@@H]1CN([C@@H](C)CO)C(=O)c2cccc(NS(=O)(=O)c3cccs3)c2O[C@@H]1CN(C)S(=O)(=O)c1ccc(Cl)cc1	-1	-2	?	3[16.7 µM]	-1	-2.0	nt	-5
NNC(=O)COc1cccc(C(F)(F)F)c1	nt	7	nt	-1	nt	1.9	13	-3
O=C(N/N=C/c1coc2ccccc2c1=O)c1cn(-c2ccccc2)nc1-c1ccc(F)cc1	-1	-20	-3	2	3	nt	3	nt
CNc1ncnc2c1ncn2[C@H]1CN(Cc2ccc(F)cc2)C[C@@H](CO)O1	-1	nt	1	-10	4	-0.1	1	nt

For convenience, two of the compounds above:
mol	Cneo AK release	INS-1E GSIS act	C2C12 statin	miR-122 sensor	PglD inh	CFTR F508del cor	FN deposition inh	PGC1a acetyl inh
CSc1ccccc1NC(=O)CN(C)C(=O)C(C)SCc1nc2sc(C)c(C)c2c(=O)[nH]1 (stereo unspecified)	0	-14	5	-12	-4	2.5	2	nt
CS(=O)(=O)N(CCc1ccccc1)CC(=O)NCc1ccccc1	-2	-2	10	0	2	-2.0	0	-6

The list goes on.
mol	Cneo AK release	INS-1E GSIS act	C2C12 statin	miR-122 sensor	PglD inh	CFTR F508del cor	FN deposition inh	PGC1a acetyl inh
COc1ccc2c(c1)C(=O)N(CCc1ccc(S(=O)(=O)NC(=O)NC3CCCCC3)cc1)C(=O)C2(C)C	5	44	4	6	4	3.2	nt	nt
C[C@H](CO)N1C[C@H](C)[C@H](CN(C)Cc2ccc(Cl)c(Cl)c2)Oc2ccc(NC(=O)Cc3cn(C)c4ccccc34)cc2C1=O	56	-15	31	-9[16.7 µM]	1	5.2	nt	16
COc1cccc(C2=NN(C(=O)c3ccco3)C(O)(C(F)(F)F)C2)c1 (stereo unspecified)	-2	12	-5	-2	-1	-1.0	-1	4
Fc1ccc(CSc2ccc3nnc(-c4ccccn4)n3n2)cc1	nt	3	nt	nt	nt	-3.1	-1	6
C[C@@H]1CCCCO[C@@H](CN(C)C(=O)CCCN(C)C)[C@H](C)CN([C@@H](C)CO)C(=O)c2cc(NC(=O)C3CCCCC3)ccc2O1	-8	16	nt	4[16.7 µM]	-4	-0.4	nt	13
COCCNC(=O)C[C@H]1CC[C@@H]2[C@@H](COc3ccc(NC(=O)Cc4ccccc4)cc3C(=O)N2C)O1	52	9	-7	17[16.7 µM]	-3	-0.5	4	5
Cc1cccc(N(C)c2cc(-c3ccc(F)cc3)nc3ccnn23)c1	-3	nt	10	-5	3	-0.4	-8	-8
CC(NC(=O)c1cccs1)c1ccc2c(c1)OCO2 (stereo unspecified)	nt	11	2	-1	nt	nt	nt	6
O=C(N[C@@H]1CC[C@@H](CCNS(=O)(=O)c2ccc(Cl)cc2)O[C@@H]1CO)c1cccc(F)c1	45	-11	11	nt	2	-0.6	nt	-12
S=C(NCCC1=CCCCC1)Nc1ccc(Cl)cc1	0	4	-2	5	2	1.7	1	4
CCOc1ccc(C(=O)CCC(=O)NCC(=O)Nc2ccc(F)c(F)c2F)cc1	6	13	5	-1	-2	1.3	-10	2
C[C@@H]1CN([C@@H](C)CO)C(=O)c2cccc(NS(=O)(=O)c3ccc(Cl)cc3)c2O[C@@H]1CN(C)Cc1ccc(Cl)c(Cl)c1	6	-13	0	10[16.7 µM]	-1	-0.9	nt	2
Cc1ccc(O)c(CNc2cnc3ccccc3c2)c1	0	-23	29	nt	3	-0.4	-14	nt
COc1cc(OC)cc(C(=O)NCCc2cnc[nH]2)c1	2	8	4	-2	1	0.3	2	-7
Cc1cc(C)c(S(=O)(=O)NCC23C=CC(O2)C2C(=O)N(c4ccccc4)C(=O)C23)c(C)c1 (stereo unspecified)	-1	-5	9	23	-4	nt	nt	-6
O=C(C[C@H]1C=C[C@H](NS(=O)(=O)c2ccc(F)cc2)[C@@H](CO)O1)N1CCC(Cc2ccccc2)CC1	9	-28	23	nt	1	2.0	3	-6
CC(C)(O)C#CC#CCN1CCOCC1	-1	nt	10	2	3	nt	nt	7
C[C@H]1CN([C@@H](C)CO)C(=O)Cc2cc(NC(=O)Nc3cccc4ccccc34)ccc2O[C@@H]1CN(C)Cc1ccc(Cl)c(Cl)c1	-1	-33	23	-5[16.7 µM]	4	3.1	nt	7
COc1ccc(C(=O)Nc2ccc(Cl)cc2C(=O)NCCN2CCOCC2)cc1	1	nt	2	-6	-2	nt	-5	-3
NS(=O)(=O)c1cccc(NC(=O)COC(=O)CCc2ccccc2)c1	-1	2	-1	nt	-3	-1.8	3	nt
CN(CCC#N)C(=O)COC(=O)c1ccccc1C(=O)c1ccc(Cl)c([N+](=O)[O-])c1	nt	25	nt	nt	nt	-3.2	6	-60
CN(C)C(=O)C[C@H]1C[C@@H]2c3cc(NC(=O)c4ccc5c(c4)OCO5)ccc3O[C@@H]2[C@H](CO)O1	14	5	6	5[16.7 µM]	1	-3.9	9	2

3 structures already listed, arranged by count of non-hydrogen atoms, high to low.
mol	Cneo AK release	INS-1E GSIS act	C2C12 statin	miR-122 sensor	PglD inh	CFTR F508del cor	FN deposition inh	PGC1a acetyl inh
CN(CCC#N)C(=O)COC(=O)c1ccccc1C(=O)c1ccc(Cl)c([N+](=O)[O-])c1	nt	25	nt	nt	nt	-3.2	6	-60
CNc1ncnc2c1ncn2[C@H]1CN(Cc2ccc(F)cc2)C[C@@H](CO)O1	-1	nt	1	-10	4	-0.1	1	nt
CCOc1ccc(NC(=O)C2CCCN(S(=O)(=O)c3cnc[nH]3)C2)cc1 (stereo unspecified)	0	nt	nt	-2	1	nt	nt	-5

Bioassay records (PubChem BioAssay)
